Rv3671c protease: inhibitors of M. tuberculosis serine protease Rv3671c | P9WHR9 | inhibition, % at 5.96 µM | actives 0.048% (n = 320,000); in the data active = inhibition above about 38%;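 also: extracellular domain of Rv3671c used as enzyme; 0% = enzyme with DMSO and 100% = no enzyme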
Vc quorum ag: quorum light induction in luxS cqsA deficient V. cholerae; V. cholerae BH1578 lux reporter, luminescence, 6 h; activation, % at 18.7 µM; actives 0.16% (n = 350,000); in the data active = activation mostly above about 9.7%, no sharp cut-off; also: not every result past the cut was called active; inactives centre near 0; reference of the scale not given here
MazEF act: increases E. coli MazEF RNase cleavage of RNA; FAM/BHQ RNA-DNA oligo cleavage fluorescence, 5 h; P0AE70; AID 504720; actives 0.32% (n = 350,000); activation, % at 20 µM; in the data active = activation above about 50%
Target sequence (P0AE70 whole entry, looked up): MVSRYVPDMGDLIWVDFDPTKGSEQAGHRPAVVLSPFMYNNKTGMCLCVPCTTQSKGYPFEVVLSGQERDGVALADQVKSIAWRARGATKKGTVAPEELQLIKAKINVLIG
DUSP3 inh: DUSP3 (human) phosphatase inhibition. P51452. recombinant VHR phosphatase, pNPP absorbance. inhibition, % at 13.3 µM. actives 0.52% (n = 290,000). AID 1654; in the data active = inhibition above about 50%; also: some compounds called inactive have numbers as strong as hits
Target sequence (P51452 whole entry, looked up): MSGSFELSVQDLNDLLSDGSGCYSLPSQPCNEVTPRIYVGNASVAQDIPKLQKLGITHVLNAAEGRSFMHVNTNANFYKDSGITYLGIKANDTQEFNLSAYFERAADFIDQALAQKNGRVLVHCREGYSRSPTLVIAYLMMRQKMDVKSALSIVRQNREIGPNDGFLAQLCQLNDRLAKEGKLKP
BioA inh: inhibitors of Mycobacterium tuberculosis BioA enzyme; actives 0.096% (n = 360,000); purified M. tuberculosis BioA enzyme, plate reader; inhibition, % at 9.99 µM; in the data active = inhibition above about 40%
GDH-TPI counter: inhibits GDH-TPI coupling enzymes, artifact for Mtb FBA screen. AID 588335. inhibition, % at 4.8 µM. actives 1.2% (n = 360,000). GDH-TPI coupled enzyme counterscreen, NADH absorbance; in the data active = inhibition above about 30%;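 also: 0% = DMSO wells and 100% = wells lacking the enzyme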
FBA Mtb inh: inhibitors of M. tuberculosis fructose-bisphosphate aldolase; AID 588726; actives 2.3% (n = 360,000); purified M. tuberculosis FBA, fluorescence read-out; P9WQA3; inhibition, % at 1 µM; in the data active = inhibition above about 27%;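 also: 0% = vehicle and 100% = reference inhibitor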
Target sequence (P9WQA3 whole entry, looked up): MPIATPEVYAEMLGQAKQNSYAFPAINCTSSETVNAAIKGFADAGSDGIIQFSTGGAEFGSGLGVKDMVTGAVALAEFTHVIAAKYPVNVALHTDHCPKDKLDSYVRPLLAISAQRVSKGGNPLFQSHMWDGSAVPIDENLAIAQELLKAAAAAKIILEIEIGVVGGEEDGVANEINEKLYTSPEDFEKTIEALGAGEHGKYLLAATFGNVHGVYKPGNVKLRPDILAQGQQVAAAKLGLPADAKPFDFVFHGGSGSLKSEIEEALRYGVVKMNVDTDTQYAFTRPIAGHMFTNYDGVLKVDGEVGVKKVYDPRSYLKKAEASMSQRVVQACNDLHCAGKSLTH
Mtb UGM inh: blocks M. tuberculosis UGM enzyme; inhibition, % at 10 µM; P9WIQ1; AID 504406; purified UGM, fluorescence polarization probe displacement; actives 0.06% (n = 320,000); in the data active = inhibition above about 10%, passing the limit was not always enough
Target sequence (P9WIQ1 whole entry, looked up): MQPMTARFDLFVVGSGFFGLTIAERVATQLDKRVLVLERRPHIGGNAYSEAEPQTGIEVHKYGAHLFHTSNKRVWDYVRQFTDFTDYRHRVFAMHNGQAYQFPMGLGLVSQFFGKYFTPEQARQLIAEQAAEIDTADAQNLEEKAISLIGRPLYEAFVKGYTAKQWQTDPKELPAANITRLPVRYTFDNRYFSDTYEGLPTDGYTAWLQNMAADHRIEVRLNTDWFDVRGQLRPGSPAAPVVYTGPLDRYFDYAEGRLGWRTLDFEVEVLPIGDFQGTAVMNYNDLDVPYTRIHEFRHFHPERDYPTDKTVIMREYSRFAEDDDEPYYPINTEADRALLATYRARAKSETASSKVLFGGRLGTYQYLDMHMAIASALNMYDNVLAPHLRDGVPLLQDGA
3CLpro inhibitor: SARS-CoV 3CLpro protease inhibition; actives 0.14% (n = 290,000); inhibition, % at 6 µM; P0C6X7; AID 1706; recombinant SARS-CoV 3CLpro, quenched FRET peptide cleavage; in the data active = inhibition above about 12%
PriA SSB inh: inhibitors of Klebsiella pneumoniae PriA binding to SSB C-terminal tail | AlphaScreen SSBct-PriA binding, biotinylated peptide | inhibition, % at 33 µM | actives 0.6% (n = 430,000) | AID 1272365; in the data active = inhibition mostly above about 37%, no sharp cut-off; inactive = mostly below about 20%;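 also: plate controls were negative control peptide for no effect and reference peptide for full effect; strong numbers were not always called active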
* marks the source's active call; other numbers are inactive results; i = inactive; · = no result given; + = active, no number; & = joins results of further samples.

Results follow in this order: Rv3671c protease, Vc quorum ag, MazEF act, DUSP3 inh, BioA inh, GDH-TPI counter, FBA Mtb inh, Mtb UGM inh, 3CLpro inhibitor, PriA SSB inh
> Cc1cc(Cl)ccc1OC(C)C(=O)NN=C1CCCCCC1 (centres undefined)
  11, -0.2, -4, -14, -1.2, 5, 1, -6.5, -4, -6
> CC1(C(=O)NS(=O)(=O)Cc2cccc(Cl)c2)CCN1C(=O)CC1CCCC1 (centres undefined)
  ·, -0.1, ·, ·, -0.9, 7, 3, ·, ·, ·
> CC1CCN(c2ccccc2NC(=O)c2ccc(C#N)cc2F)CC1
  -17, -0.5, -7, -15, ·, 7, -2, 0.6, 4, -6
> CCn1c(SCC(=O)c2ccccc2)nc2c(c1=O)SC(C)C2 (centres undefined)
  -5, -1.8, -8, 2, 0.7, 30, -3, 1.1, 1, -8
> COCCN1C(=O)c2ccccc2C(C(=O)N2CCN(c3ccccn3)CC2)C1c1ccc(F)cc1 (centres undefined)
  ·, 0.3, 3, 31, 0.7, -10, 2, ·, -8, -3
> Cc1ccc(NC(=O)CSCC(=O)O)c(C)c1
  3, i, 1, 21, ·, -4, -5, -2.2, 1, 6
> CN(Cc1ccccc1)C(=O)CCn1c(=O)c2cccn2c2cccnc21
  -10, -0.3, 2, 18, 2.3, 7, 2, -1.6, 3, 5
> O=C(Nc1ccc(S(=O)(=O)Nc2ncccn2)cc1)c1ccccc1NS(=O)(=O)c1ccc(Cl)cc1
  -11, -0.4, 5, 4, 0.7, 16, 14, 1.5, 1, -15
> CCOC(=O)c1cn(-c2nc(-c3ccc(Cl)c(Cl)c3)cs2)c2c(F)c(N3CCOCC3)c(F)cc2c1=O
  5, -2.9, -49, 6, -2.6, -3, -2, -1.0, -2, -5
> Fc1ccc(N2CCN(Cc3cnc(N4CCOCC4)s3)CC2)cc1
  -7, i, -2, 13, ·, 6, 0, 3.7, -3, -7
> COc1ccccc1NC(=O)C(C)Sc1nc2ccccc2c(=O)n1CC1CCCO1 (centres undefined)
  -7, -1.0, 3, ·, 0.3, 1, 0, -1.9, ·, -6
> COCCCNc1nc(SCc2ccccc2)nc2sc3c(c12)CCC3
  -20, i, -9, 21, 3.9, 18, 34*, -1.1, 1, -16
> Cc1ccccc1NC(=O)Nc1nnc([C@@H]2C[C@H](O)[C@@H](CO)O2)s1
  ·, i, ·, ·, -0.9, 6, 0, ·, ·, ·
> c1ccc(-c2cc3nccc(-c4ccccn4)n3n2)cc1
  -8, i, 2, 26, ·, 7, -1, -1.5, -5, -34
> CCc1nnc(NC(=O)CSc2nnc3nc(C)cc(C)n23)s1
  5, 4.8, -5, 13, -0.3, 1, 7, 2.0, -2, -11

The final 2 records of the section before lead into the next:
Results follow in this order: Rv3671c protease, Vc quorum ag, MazEF act, DUSP3 inh, BioA inh, GDH-TPI counter, FBA Mtb inh, Mtb UGM inh, 3CLpro inhibitor, PriA SSB inh
> c1ccc(-c2cc3nccc(-c4ccccn4)n3n2)cc1
  -8, i, 2, 26, ·, 7, -1, -1.5, -5, -34
> CCc1nnc(NC(=O)CSc2nnc3nc(C)cc(C)n23)s1
  5, 4.8, -5, 13, -0.3, 1, 7, 2.0, -2, -11
> CC1(C(=O)NS(=O)(=O)c2ccccc2)CCN1C(=O)C1(c2ccc(Cl)cc2)CC1 (centres undefined)
  ·, -0.4, ·, ·, 0.7, -4, 0, ·, ·, ·
> Cc1c(C#N)c(NC(=O)c2ccccc2)n(Cc2ccccc2)c1C
  -4, 0.3, 3, 20, 7.5, 2, 3, 2.3, 0, -15
> CCOc1ccccc1N1CCN(C/C=C/c2ccc(N(C)C)cc2)CC1
  -4, i, 1, 48, -0.3, 9, 7, 2.9, 4, 58
> O=[n+]1cc(-c2ccc(Cl)cc2)n([O-])c2c1CCCCC2
  -10, -0.7, -11, -1, ·, 20, 0, -1.5, 1, -6
> Cc1nn(C)cc1/C=N\NC(=O)c1ccc2c(c1)c(C)c(C)n2Cc1ccccc1
  0, i, -8, 11, 2.1, 13, -1, 1.8, 0, ·
> CCOC(=O)C1(Cc2cccc(F)c2)CCN(C(=O)Cn2cnnn2)CC1
  -8, -0.1, 0, 1, ·, -6, 1, -1.5, -1, -15
> O=C(NCC(c1ccco1)N1CCCC1)c1ccc(S(=O)(=O)Nc2ccccc2F)cc1 (centres undefined)
  -6, -5.0, 0, ·, 0.7, 3, -2, 1.7, ·, 4
> O=C(NCCc1cnc[nH]1)Nc1cccc(C(F)(F)F)c1
  5, -0.3, 6, 102, 1.3, 17, 1, 0.5, 3, 1
> CC(C)(C)C(=O)C(C(c1ccccc1)N1CCOCC1)N1CCOCC1 (centres undefined)
  ·, 5.9, 4, ·, -1.2, 6, -1, ·, ·, -2
> CCOC(=O)c1c(NC(=S)NC(=O)/C=C/c2cccs2)sc(C)c1C
  1, -0.3, -8, -13, ·, -3, 0, -4.6, 3, 10
> CCC(C)[C@H](NC(=O)OC(C)(C)C)C(=O)N/N=C/c1ccc2cc(OC)ccc2n1 (some centres undefined)
  -4, -0.3, -5, 17, ·, 18, 33*, 1.7, 2, ·
> Cc1ccc2nc(C)cc(N/N=C/c3cccc(O)c3)c2c1
  -9, i, 6, 18, 0.1, 9, 14, 1.0, -6, ·
> CCNC(=O)O/N=C(\C)c1sc(-c2ccc(Cl)cc2)nc1C
  -11, i, 0, 25, 3.2, 26, -3, -0.1, 4, ·
> CS(=O)(=O)c1ccc(Nc2nc(C(N)Cc3ccc(C(F)(F)F)cc3)cs2)cc1 (centres undefined)
  ·, i, ·, ·, -0.3, 6, -1, ·, ·, ·
> O=C(Cn1cnc2c(NCc3ccccc3)ncnc21)NCCCc1ccccc1
  ·, 2.0, 8, ·, -0.3, 6, -1, ·, ·, -9

Reprinted at random: six records from the list
Results follow in this order: Rv3671c protease, Vc quorum ag, MazEF act, DUSP3 inh, BioA inh, GDH-TPI counter, FBA Mtb inh, Mtb UGM inh, 3CLpro inhibitor, PriA SSB inh
> O=[n+]1cc(-c2ccc(Cl)cc2)n([O-])c2c1CCCCC2
  -10, -0.7, -11, -1, ·, 20, 0, -1.5, 1, -6
> CC1(C(=O)NS(=O)(=O)c2ccccc2)CCN1C(=O)C1(c2ccc(Cl)cc2)CC1 (centres undefined)
  ·, -0.4, ·, ·, 0.7, -4, 0, ·, ·, ·
> Cc1c(C#N)c(NC(=O)c2ccccc2)n(Cc2ccccc2)c1C
  -4, 0.3, 3, 20, 7.5, 2, 3, 2.3, 0, -15
> O=C(NCCc1cnc[nH]1)Nc1cccc(C(F)(F)F)c1
  5, -0.3, 6, 102, 1.3, 17, 1, 0.5, 3, 1
> Cc1nn(C)cc1/C=N\NC(=O)c1ccc2c(c1)c(C)c(C)n2Cc1ccccc1
  0, i, -8, 11, 2.1, 13, -1, 1.8, 0, ·
> CCC(C)[C@H](NC(=O)OC(C)(C)C)C(=O)N/N=C/c1ccc2cc(OC)ccc2n1 (some centres undefined)
  -4, -0.3, -5, 17, ·, 18, 33*, 1.7, 2, ·

Remaining list, next part.
Results follow in this order: Rv3671c protease, Vc quorum ag, MazEF act, DUSP3 inh, BioA inh, GDH-TPI counter, FBA Mtb inh, Mtb UGM inh, 3CLpro inhibitor, PriA SSB inh
> CC1CCCC(C)N1CCCNC(=O)c1cc2c(=O)n(C)c3ccccc3c2n1C (centres undefined)
  -3, -0.2, 13, 25, 0.6, 1, 12, -0.7, -5, ·
> O=C(CCC1CCCN(C(=O)c2cccnc2)C1)NCc1ccccc1F (centres undefined)
  -10, i, -1, 6, -0.6, -4, 3, 1.4, -7, 0
> CCCC1(c2ccccc2)NC(=O)N(CC(=O)NCc2ccc(OC)cc2)C1=O (centres undefined)
  5, 0.6, -2, -12, -1.7, -9, 1, -0.8, 1, -2
> CC(=O)NCC1(O)CCCC(C)C1 (centres undefined)
  -4, i, 8, 12, ·, 3, 0, 1.1, 3, -6
> C/C(=N\NC(=O)CSc1nc2ccccc2o1)c1ccc(O)cc1
  8, 0.0, 8, 8, -1.8, 13, 0, -1.4, 8, ·
> Cc1ccc(C)c(C(=O)CN2C(=O)c3ccccc3C2=O)c1
  15, -0.6, 8, -20, -1.1, 10, 1, -0.8, -1, 14
> COc1ccc(N2CCN(S(=O)(=O)c3ccc(C(=O)NC4CCCC4)cc3)CC2)cc1
  11, -0.5, 4, 12, -2.2, 9, 2, ·, 3, -9
> O=C(CSc1nc(-c2ccc(F)cc2)cc(C(F)(F)F)n1)Nc1ccc2c(c1)OCO2
  0, i, -12, -9, -0.2, 16, -1, 1.6, 1, -7
> COc1cc(NC(=O)COC(=O)CC2CC3CCC2C3)cc(OC)c1 (centres undefined)
  -3, 8.3, -1, ·, -0.3, 3, 4, 3.1, ·, -12
> CCOC(=O)c1sc2c(c1C)C(c1cccs1)C1=C(CCCC1=O)N2 (centres undefined)
  -1, -0.7, -5, 25, ·, 11, +, 6.2, 1, 21
> COCCn1c(C)cc(C(=O)CN2C(=O)NC3(CCCCCCC3)C2=O)c1C
  -1, -0.3, 2, 6, -0.4, -1, -2, 1.1, -3, 11
> COc1cccc(N2CCN(c3ncnc4c3cnn4-c3ccc(C)cc3C)CC2)c1
  1, -0.3, -1, 38, -0.2, 7, -2, 3.2, 1, 7
> N#CCO/N=C(\c1ccccc1)c1ccncc1
  4, i, -13, 5, ·, 11, 2, 4.7, -2, ·
> O=C(NCCCl)Nc1cccc(Br)c1
  -2, i, -3, 29, ·, -1, 7, 0.6, 1, -11
> COc1cccc(OCCSc2nnc3sc4ccccc4n23)c1
  11, -17, 0, -16, -0.6, 3, 4, 0.0, 4, -13

Further structures follow:
Results follow in this order: Rv3671c protease, Vc quorum ag, MazEF act, DUSP3 inh, BioA inh, GDH-TPI counter, FBA Mtb inh, Mtb UGM inh, 3CLpro inhibitor, PriA SSB inh
> Cc1c(N2C(=O)/C(=C/c3ccccc3)SC2=S)c(=O)n(-c2ccccc2)n1C
  -13, i, 5, 14, 1.6, 38*, 0, 1.3, 7, 1
> Nc1ncnc2c1CN(Cc1ccccc1)CC2
  ·, -5.0, 10, ·, 0.4, -5, -1, ·, ·, -14
> CCOC(=O)Cc1csc(NC(=O)CN(C)S(=O)(=O)c2ccc3c(c2)CCC(=O)N3)n1
  -6, -0.3, 13, 27, 2.0, -1, -2, 2.8, 0, 8
> COc1ccccc1CN1C(=O)c2ccncc2C1=O
  2, -0.4, 3, 32, 0.3, -14, -3, ·, 4, -11
> Cc1cccc(NC(=O)CN2C(=O)CNC2=O)c1
  2, -0.3, 5, -1, 2.0, 1, 1, -0.8, 5, -11
> Cc1cc(C(=O)OCC(=O)N2CC(C)CC(C)C2)c(C)o1 (centres undefined)
  -1, i, -14, 17, 0.2, -6, -5, -0.3, -3, -8
> Cc1ccccc1N1CCN(C2CCCN(C(=O)c3ccnn3C)C2)CC1 (centres undefined)
  -10, -2.9, -12, 21, 0.1, -2, -1, -3.6, 1, -13
> COCCN(C(=O)COC(=O)CCSc1ccc(F)cc1)c1c(N)n(Cc2ccccc2)c(=O)[nH]c1=O
  -5, -0.6, 1, ·, 0.2, 1, 1, -1.1, ·, 0
> Cc1cc2c(NCCc3ccccc3)ncnc2s1
  -7, -1.3, -26, 13, 3.1, 8, -1, 0.7, -3, -12
> O=C(/C=C/c1ccc(Cl)c([N+](=O)[O-])c1)c1ccc(O)cc1
  -30, -0.4, 7, 26, 0.9, 41*, -11, 4.9, 8, 0
> O=C(CSc1cccc[n+]1[O-])Nc1cccc(S(=O)(=O)NC2=NCCCCC2)c1
  1, -0.4, 7, 33, ·, 0, 1, -1.8, 1, -7
> CC(=O)N1c2ccc(S(=O)(=O)N3CCCC(C(=O)Nc4ccc(C)cc4C)C3)cc2CC1C (centres undefined)
  4, -0.2, 10, 21, 0.3, 3, -1, -0.3, 2, -1
> COc1cc(-c2cn(S(=O)(=O)c3cccc4nsnc34)nc2N)cc(OC)c1OC
  -3, -0.4, 2, 27, -0.9, 15, 4, -2.0, 2, 13
> COc1cccc(NC(=O)c2ccncc2)c1
  0, -1.3, 9, 15, -0.3, 4, -1, -2.1, -1, 4&-9

Some of the compounds tested (hit frequency here may not be typical).
